Assay outcomes as filed in PubChem BioAssay.
dFosB act: enhances mouse delta FosB homodimer DNA binding. purified delta FosB, TAMRA-CDK5 oligo fluorescence polarization; percent of positive-control signal above neutral wells. activation, % at 25 µM. 340,000 compounds, 0.99% hits. AID 493131;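 active = mean activation above about 17%, with every replicate also reaching it, limit read from the data, passing the limit was not always enough; inconclusive = only one of the two conditions met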;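 note: fluorescence polarization rise as delta FosB binds a TAMRA Cdk5 AP-1 oligo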
SR-BI HDL uptake: inhibitors of mouse SR-BI mediated HDL lipid uptake; Q61009; ldlA[mSR-BI] CHO cells, DiI-HDL uptake fluorescence, 3 h; inhibition, % at 12.5 µM; 320,000 compounds, 0.96% hits;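 active = mean replicate inhibition of at least 70% and a set share of replicates each scoring 70 or more; inconclusive = meets just one of the two criteria; inactive = fails both criteria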;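 note: 0% = median of neutral control wells and 100% = median of positive control wells; values of inactives mirror those of a sister screen read the other way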
MITF TRPM1 HTS: MITF TRPM1 promoter activation in melanoma cells; AID 588334; SK-MEL-5 TRPM1-promoter luciferase, 24 h; % of positive control, neutral wells = 0; activation, % at 12.5 µM; 300,000 compounds, 0.75% hits;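 active = mean activation of at least 80% with every replicate also reaching 80%; inconclusive = mean reaches 80% but some replicate falls short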;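 note: 0% = neutral control wells and 100% = parthenolide positive control wells; values of inactives mirror those of a sister screen read the other way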
PvdQ inh: P. aeruginosa PvdQ acylase inhibition; purified PvdQ acylase, fluorescence plate reader; inhibition, % at 10 µM; 340,000 compounds, 0.063% hits; AID 488965; in the data active = inhibition above about 30%, passing the limit was not always enough; inconclusive = no clear call, values can overlap the other calls;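 note: 0% = vehicle neutral wells and 100% = reference inhibitor wells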
Rtt109 HAT inh: inhibitors of Candida albicans Rtt109/Vps75 histone acetyltransferase; purified Rtt109/Vps75, ThioGlo CoA-SH fluorescence, 4 h; inhibition, % at 34.9 µM; 330,000 compounds, 0.16% hits;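 active = inhibition of at least 50% in every replicate; inconclusive = best replicate reaches 50% inhibition but some replicates fall short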
NSD2 inh: inhibitors of human histone methyltransferase NSD2. O96028. NSD2 peptide methylation, AlphaScreen, 120 min. inhibition, % at 12.5 µM. 310,000 compounds, 0.54% hits; in the data active = inhibition above about 50%
SR-BI uptake up: SR-BI HDL lipid transfer activation. CHO ldlA[mSR-BI] cells, DiI-HDL uptake fluorescence, 3 h; 100 = double the neutral-control signal. activation, % at 12.5 µM. 320,000 compounds, 0.096% hits. AID 504775;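 active = mean replicate activation of at least 60% and every replicate at or above 60%; inconclusive = mean or all-replicate condition met, but not both; inactive = mean below 60% and not all replicates reaching 60%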;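 note: 0% = median plate neutral-control signal and 100% = twice that signal; values of inactives mirror those of a sister screen read the other way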
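Material: SR-BI-overexpressing, LDLR-lacking CHO cells | Dosing: Single compound concentration, delivered by pin transfer | Probe or stimulus: Labelled HDL, 10 µg/mL | Signal: Bottom-read cell fluorescence after medium removal, ex 550/em 595 nm | Schedule: 3 h, 37 °C | Evaluation: HDL uptake via cellular fluorescence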
PfHsp90 yeast 2: growth inhibition of yeast expressing Plasmodium Hsp90; S. cerevisiae expressing PfHsp90, BacTiter-Glo ATP, 48 h; yeast lacking PDR1 and PDR3 efflux regulators; inhibition, % at 9.4 µM; 310,000 compounds, 0.32% hits; AID 504621;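 active = every replicate shows inhibition above about 80%, whatever the replicate mean, limit read from the data; inconclusive = mean inhibition reaches the set limit but some replicate falls short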;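 note: 0% = DMSO neutral controls and 100% = 20 µM radicicol positive controls; yeast relying on Plasmodium falciparum Hsp90 in place of its own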
CAL PDZ FP-1: blocks peptide binding to the human CAL PDZ domain; inhibition, % at 24.9 µM; Q9HD26; AID 602252; 300,000 compounds, 0.92% hits; purified CAL PDZ, TMR-peptide fluorescence polarization, 1 h;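 active = mean inhibition of at least 30% with at least half of replicates also reaching 30%; inconclusive = no clear call, values can overlap the other calls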;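 note: 0% = DMSO neutral control and 100% = excess unlabeled competitor peptide PRC23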
CAL PDZ FP-2: inhibitors of human CAL PDZ peptide binding | Q9HD26 | purified CAL PDZ, TMR-peptide fluorescence polarization, 1 h | inhibition, % at 20 µM | 330,000 compounds, 0.02% hits | AID 504414;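 active = highest replicate inhibition of at least 40%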;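 note: plate controls were DMSO neutral control wells for no effect and unlabeled competitor peptide control wells for full effect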
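material = purified tagged CAL PDZ domain construct (CerCALP) | compound dosing = 20 µM, one dose | times = 1 h at RT | measured by = fluorescence polarization from S- and P-plane intensities, G-factor corrected | read-out = inhibition from polarization loss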
The depositor's hits bear a star; ? = inconclusive; . = not tested or not shown; & = joins results of further samples.

SMILES	dFosB act	SR-BI HDL uptake	MITF TRPM1 HTS	PvdQ inh	Rtt109 HAT inh	NSD2 inh	SR-BI uptake up	PfHsp90 yeast 2	CAL PDZ FP-1	CAL PDZ FP-2
O=C(c1nc(-c2ccccc2)n(-c2ccccc2)n1)N1CCN(S(=O)(=O)c2ccccc2)CC1	-4	-6	.	5	0	.	6	.	-2	0.3
O=C(CC1Nc2ccccc2NC1=O)Nc1ccc2c(c1)OCO2 (stereo unspecified)	1	3	2	-3	3	4	-3	0	-3	0.6
CCc1nn(CCCN2CCN(c3cccc(Cl)c3)CC2)c(=O)n1CCOc1ccccc1	-11&-4	29&42	-16&-8	1&-15	12&8	.	-29&-42	26&9	5&-5	-1.1&0.1
O=C(Nc1ccc(Cl)cn1)c1ccc(Br)c(S(=O)(=O)N2CCCCC2)c1	-10	30	-2	-10	5	0	-30	-4	1	-0.1
Cc1ccc2nc(Nc3ccc(C)c(C)c3)c3nncn3c2c1	6	45	64	-6	2	-3	-45	-30	2	-1.6
CCOc1nc(Nc2ccc(OC)cc2OC)nc(OCC)n1	3	37	.	-1	0	16	-37	-7	2	-0.2
CC(=O)N1CCN(c2ccc(NCc3cccc(C)c3)cc2)CC1	-3	-15	5	7	3	.	15	4	0	0.8
COc1ccc(C2=NN(C(=O)CCC(=O)O)C(c3ccc(Br)cc3)C2)cc1 (stereo unspecified)	-4	12	-9	-16	-6	1	-12	-7	-6	-0.4
COC(=O)n1c(=O)oc2ccc(S(=O)(=O)N3CCCCC3)cc21	1	.	-7	-12	0	.	.	-6	-3	-2.7
CC(C)OC(=O)NC(Nc1ccccc1C(=O)O)(C(F)(F)F)C(F)(F)F	-2	.	-8	-9	-6	-3	.	-7	.	-0.6
Cc1ccc(CNC(=O)c2cccnc2Sc2cccc(Cl)c2)cc1	-2	-12	.	-5	-4	-1	12	14	.	0.6
CCC(C)N(C(=O)CSc1nnc(-c2ccco2)n1C)C1CCS(=O)(=O)C1 (stereo unspecified)	4	-22	1	-1	-4	1	22	-7	1	-1.7
O=C(Cn1cnc2c(NCc3ccccc3)ncnc21)N1CCN(c2ccccn2)CC1	1	-16	7	-8	0	.	17	-16	-10	-1.3
c1ccc2c(c1)CCN2CCN1CCc2ccccc21	?	19	-12	-9	-3	4	-19	13	.	0.4
O=C(C1CCN(S(=O)(=O)c2ccc3ccccc3c2)CC1)N1CCN(c2ncccn2)CC1	-7	7	-9	1	-1	4	-7	-18	-3	0.1
CCCCNC(=O)C1CCC(CNS(=O)(=O)c2ccc(C)cc2)CC1 (stereo unspecified)	-5	4	-13	-13	-18	-2	-4	-2	.	-0.2
COc1ccc(C(=O)N2CCN(CCNC(=O)C(=O)Nc3ccc(Br)cc3)CC2)cc1	-3	21	-17	-8	-1	0	-21	-5	.	0.2
O=C(O)C1CCCN1C(=O)Oc1ccccc1 (stereo unspecified)	-5	-14	.	-6	-15	-4	14	3	-4	-1.4
COC(=O)c1ccc(C2NCCc3cc(OC)c(OC)cc32)cc1 (stereo unspecified)	0	-8	4	2	-15	1	8	4	-5	-1.0
COC(=O)c1sc(NC(=O)CC(C)C)c(C(=O)OC)c1C	-12	60	13	-10	-5	-2	-60	70	-7	-0.8
Cc1sc(NC(=O)CSc2nnnn2C2CCCC2)c(C#N)c1C	-2	-7	-3	-12	-9	5	7	7	-2	-2.5
CCC(=O)OCC(=O)Nc1ccc2c(c1)OCO2	-5	-16	0	-5	-6	3	16	-17	.	-0.1
CS(=O)(=O)N(CC(=O)NCc1ccncc1)c1ccc(Cl)c(Cl)c1	5	-23	-24	-5	4	0	23	4	-2	0.4
O=C1NN(c2ccc(F)cc2)C(=O)/C1=C/c1cccs1	0	-26	-1	7	29	1	26	2	-3	-6.1
CC(C)[C@H](NC(=O)NCc1cccs1)C(=O)O	9	-13	1	-13	-2	1	13	-3	-3	-0.6
O=C(CNCc1ccco1)Nc1ccc(N2CCCCCC2)cc1	0	19	3	-11	2	18	-19	5	5	0.4
O=C(Cn1c(=O)n(-c2ccccc2)c(=O)c2sccc21)NCc1ccccc1	-3	.	-5	-13	-1	0	.	-1	-5	1.2
Cc1ccc(N(CC(=O)NCc2ccc(F)cc2)C(=O)c2csnn2)cc1C	-4	-2	.	-13	-11	2	2	2	.	0.1
O=C(CSc1nnnn1-c1ccc(O)cc1)Nc1cccc(S(=O)(=O)N2CCCC2)c1	-7	22	-40	1	8	0	-22	4	-4	-0.9
O=C(Nc1ncccc1Cl)C(Sc1ccccc1)c1ccccc1 (stereo unspecified)	0	-1	.	-16	-1	0	1	14	0	0.4
COc1ccc(-n2nc(C(=O)NCCCN3CCOCC3)c3ccccc3c2=O)c(OC)c1	-3	-4	7	-13	-4	-5	4	-30	-2	-0.9
COC(=O)c1cc(OC)c(OC)cc1NC(=O)c1cccc(OC)c1OC	-7	72*	-13	-10	-4	-23	-72	1	0	-0.5
CC(=O)c1ccc(Oc2cnccn2)cc1	-7	-10	-3	-11	-7	-3	10	12	-4	-1.0
Cc1cccc(NC(=O)CNC(=O)CN2C(=O)NC3(CCc4ccccc43)C2=O)c1C (stereo unspecified)	-10	-17	-11	10	-10	-2	17	-4	7	0.5
O=C(CSc1n[nH]c(-c2ccccc2)n1)Nc1ccc(Br)cn1	-19	-11	-6	-2	10	2	11	-1	-3	-1.9
CCOc1cc(Br)ccc1S(=O)(=O)NCc1ccccc1	-2	2	9	-6	1	-3	-2	-33	.	-1.0
Cc1cc(Cl)c2oc(C(=O)N(CCO)Cc3ccccc3)c(C)c2c1	-16	26	19	5	18	14	-26	-1	-3	-2.6
CCOc1ccc(C(=O)N2CCN(Cc3ccccc3)CC2)cc1	1	68	10	-9	5	1	-68	-22	2	0.6
Cc1nn(Cc2ccc(C(=O)Nc3nc4c(C)cccc4s3)o2)c(C)c1Br	0	12	-8	-7	-19	0	-12	-7	-3	-1.3
CC(=O)Nc1ccc(C(=O)N/N=C/c2cc(Br)cc(Br)c2O)cc1	97*	135*	-22	2	5	-8	-135	-1	-5	-1.1
Cc1ccc(S(=O)(=O)Nc2ccc(N(C)S(=O)(=O)c3ccc(C)cc3)cc2)cc1	-12	9	-5	-16	-1	0	-9	-8	.	-1.8
O=c1c2ccccc2nc(-c2ccco2)n1CCc1ccc(O)cc1	-8	12	-10	-2	6	-6	-12	4	-6	-1.5
COc1ccccc1NC(=O)C(C)NS(=O)(=O)c1ccc(F)cc1 (stereo unspecified)	3	.	-3	-11	-6	-1	.	7	2	-4.3
CCOC(=O)c1ccc(NC(=O)Nc2ccc3c(c2)OCCO3)cc1	9	18	.	-6	-7	46	-18	-14	15	2.0
S=C(NCCc1c[nH]c2ccccc12)NC1CCCC1	-1	-30	-6	-11	-3	-2	30	7	4	-2.0
CCCCNc1c([N+](=O)[O-])ncn1C	-4	-24	.	-7	3	-6	24	-9	-3	0.3
Clc1ccc(-n2nnc(-c3cccnc3Cl)n2)cc1Cl	-2	-9	95*	-14	-8	.	9	.	1	-0.1
O=c1c2ccccc2nc2c3ccccc3c3nncn3n12	-25	5	6	-12	2	-3	-5	-17	-2	-2.8
Cc1nn(C)c(C)c1CN(C(=O)CCc1nnc(Cc2c[nH]c3ccccc23)o1)C(C)C	-6	8	7	10	-12	3	-8	-6	.	0.2
CC(C)n1ncc2c(C(=O)N3CCN(Cc4ccc(Br)s4)CC3)cc(C3CC3)nc21	-11	30	-4	0	4	0	-30	13	-1	-1.0
(next part)
SMILES	dFosB act	SR-BI HDL uptake	MITF TRPM1 HTS	PvdQ inh	Rtt109 HAT inh	NSD2 inh	SR-BI uptake up	PfHsp90 yeast 2	CAL PDZ FP-1	CAL PDZ FP-2
CCOC(=O)CN(C(=O)COC(=O)C1(c2ccccc2)CC1)c1ccc(F)cc1	-9	1	0	-4	3	-3	-1	16	18	-0.7
C=CC[C@H](CC(=O)NCCO)C(=O)N[C@@H](C)COC(=O)[C@H](CC=C)CC(=O)OC(C)(C)C	0	-8	7	-5	4	.	8	-12	-2	-0.2
Cc1c(C)c2cc3c4c(oc3c(C)c2oc1=O)CCCC4	-2	-25	.	-18	1	35	25	.	-2	22
O=C(COc1ncnc2ccccc12)N1CCN(S(=O)(=O)c2ccc(Cl)cc2)CC1	-13	-21	.	-4	7	-2	21	.	0	-0.8
COc1cc(/C=C/C(=O)OCc2c(C)noc2C)ccc1OC(F)F	-11	22	1	10	-12	-1	-22	-25	-6	-3.8
COc1ccccc1N(C)S(=O)(=O)c1ccc(C(=O)Nc2ncc(C)s2)cc1	8	43	-6	-12	12	0	-43	-21	-1	-2.4
CCS(=O)(=O)c1ccc(-c2cccc(NC(=O)COc3ccc(Cl)cc3)c2)nn1	1	58	2	5	3	-2	-57	-18	.	-0.9
CN(C)CCCN(C(=O)COc1ccccc1)c1nc2ccc(F)cc2s1	-9	-5	-7	-16	-3	7	5	-7	-3	-1.5
CC(=O)N=c1sccn1CC(=O)c1ccc([N+](=O)[O-])cc1	8	1	-19	10	12	0	-1	-7	5	-1.7
CCCOc1ccccc1OCC(=O)Nc1cccc(S(=O)(=O)NC2=NCCC2)c1	-5	2	6	5	30	1	-2	5	-2	-1.8
NC(=S)N/N=C/c1c[nH]c2ccc(OCc3ccccc3)cc12	-6	?	.	-1	1	1	-78	-19	-5	-0.1
CC(C)(C)N(Cc1ccccc1)C(=O)COC(=O)C1CC1	-6	-17	-6	6	6	-3	17	.	.	-0.7
COc1ccc(CCNC(=O)CCCC(=O)n2nc(C)c3ccccc32)cc1OC	-7	40	6	2	4	-1	-40	-4	29	-0.5
O=C1CCCC(=O)N1c1ccc(N2CCOCC2)c([N+](=O)[O-])c1	4	-24	-3	-6	-6	-2	24	15	-5	-1.5
O=C(CCc1ccc(Oc2cc([N+](=O)[O-])cc([N+](=O)[O-])c2)cc1)N1CCCCC1	-10	13	-7	-6	-7	2	-13	-5	-4	-2.4
CSCCC(NC(=O)COc1ccccc1)C(=O)N1CCCCC1 (stereo unspecified)	-5	-18	-10	-5	-6	0	18	-7	-2	-0.4
CCCCCCCCCCn1cc(C(C)=O)c(=O)[nH]c1=O	-5	-11	3	-4	-4	-10	11	-18	-1	-1.5
Cc1ccc(NC(=O)CCSc2ccccc2)c(C)c1	0	-6	25	4	-5	.	6	.	5	0.2
O=C(CNC(c1ccccc1)c1ccccc1)Nc1c(F)cccc1F	2	-13	-4	-13	-3	-5	13	-14	-5	2.8
